CCHF vOTU inh: CCHFV vOTU protease inhibition; Pep-AMC fluorescence; inhibition, % at 11.5 µM; 370,000 compounds, 0.55% hits; AID 651958; in the data active = inhibition above about 30%; also: 0% = vehicle wells with enzyme and 100% = no enzyme wells
Rv3671c protease: inhibitors of M. tuberculosis serine protease Rv3671c | P9WHR9 | inhibition, % at 5.96 µM | 320,000 compounds, 0.048% hits; in the data active = inhibition above about 38%;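 also: extracellular domain of Rv3671c used as enzyme; 0% = enzyme with DMSO and 100% = no enzyme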
Target sequence (P9WHR9 whole entry, looked up, the tested form may be a part): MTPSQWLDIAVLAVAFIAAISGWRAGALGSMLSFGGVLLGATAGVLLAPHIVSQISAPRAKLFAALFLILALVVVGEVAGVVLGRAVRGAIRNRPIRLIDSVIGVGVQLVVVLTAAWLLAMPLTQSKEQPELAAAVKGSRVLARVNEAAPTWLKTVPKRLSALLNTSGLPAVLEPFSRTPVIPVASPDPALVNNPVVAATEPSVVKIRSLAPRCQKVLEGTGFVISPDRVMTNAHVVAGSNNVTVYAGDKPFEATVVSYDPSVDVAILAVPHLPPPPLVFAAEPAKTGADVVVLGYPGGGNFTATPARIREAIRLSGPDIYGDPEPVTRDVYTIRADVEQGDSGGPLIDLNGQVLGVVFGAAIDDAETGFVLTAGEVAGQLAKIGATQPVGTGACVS
TcdB GH inh: TcdB glycohydrolase inhibition; inhibition, % at 9.99 µM; TcdB glycohydrolase enzymatic assay, plate reader; P18177; 350,000 compounds, 0.24% hits; in the data active = inhibition above about 10%
DUSP3 inh: blocks human VHR1 dual specificity phosphatase. P51452. recombinant VHR phosphatase, pNPP absorbance. inhibition, % at 13.3 µM. 290,000 compounds, 0.52% hits. AID 1654; in the data active = inhibition above about 50%; also: some compounds called inactive have numbers as strong as hits
Target sequence (P51452 whole entry, looked up): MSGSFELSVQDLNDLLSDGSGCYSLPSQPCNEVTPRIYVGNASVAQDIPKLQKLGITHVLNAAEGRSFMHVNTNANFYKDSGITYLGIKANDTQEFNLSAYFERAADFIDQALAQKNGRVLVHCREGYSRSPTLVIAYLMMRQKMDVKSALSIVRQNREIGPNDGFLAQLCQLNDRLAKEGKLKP
3CLpro inhibitor: SARS-CoV 3CLpro protease inhibition | P0C6X7 | recombinant SARS-CoV 3CLpro, quenched FRET peptide cleavage | inhibition, % at 6 µM | 290,000 compounds, 0.14% hits; in the data active = inhibition above about 12%
PriA SSB inh: blocks PriA binding to SSB C-terminal tail; AlphaScreen SSBct-PriA binding, biotinylated peptide; inhibition, % at 33 µM; 430,000 compounds, 0.6% hits; AID 1272365; in the data active = inhibition mostly above about 37%, no sharp cut-off; inactive = mostly below about 20%;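 also: plate controls were negative control peptide for no effect and reference peptide for full effect; strong numbers were not always called active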
PrPC surface inh: inhibitors of human cell surface prion protein PrPC. inhibition, % at 13.8 µM. 370,000 compounds, 0.43% hits. P04156. TR-FRET read-out; in the data active = inhibition above about 24%; also: 0% = median of the test wells and 100% = reference compound wells
Vc quorum ag: inducers of Vibrio cholerae quorum light production without autoinducers. 350,000 compounds, 0.16% hits. AID 588436. activation, % at 18.7 µM. V. cholerae BH1578 lux reporter, luminescence, 6 h; in the data active = activation mostly above about 9.7%, no sharp cut-off; also: not every result past the cut was called active; inactives centre near 0; reference of the scale not given here
Yp Topo-I inh: blocks Yersinia pestis topoisomerase I activity | Y. pestis Topo-I cleavage product accumulation, plate reader | activity, % at 10 µM | 360,000 compounds, 0.064% hits | AID 504884; in the data active = activity above about 50%, passing the limit was not always enough; also: inactives centre near 2
MazEF act: activators of E. coli MazEF toxin-antitoxin RNase | activation, % at 20 µM | FAM/BHQ RNA-DNA oligo cleavage fluorescence, 5 h | 350,000 compounds, 0.32% hits; in the data active = activation above about 50%
Target sequence (P0AE70 whole entry, looked up): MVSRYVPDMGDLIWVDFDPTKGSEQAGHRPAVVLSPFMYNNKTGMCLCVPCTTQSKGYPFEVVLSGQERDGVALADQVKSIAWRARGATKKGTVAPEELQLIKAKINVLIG
* marks the source's active call; other numbers are inactive results; i = inactive; nt = not tested or not shown; & = joins results of further samples. Some of the compounds tested; rates above refer to the full screens.

SMILES | CCHF vOTU inh | Rv3671c protease | TcdB GH inh | DUSP3 inh | 3CLpro inhibitor | PriA SSB inh | PrPC surface inh | Vc quorum ag | Yp Topo-I inh | MazEF act
NC(=O)C1CCN(Cc2nc3cc(Cl)ccc3c(=O)[nH]2)CC1 | 1 | 2 | nt | 10 | -4 | -13 | 1 | i | -3 | -4
Cc1ccc(F)cc1NC(=O)c1cccc(N(C)C)c1 | -8 | -5 | nt | -10 | 1 | -7 | 5 | -1.7 | -8 | 6
CC(C)C[C@H](NC(=O)N1CCn2c1nc1ccccc12)C(=O)NC1CCCCC1 | 16 | 2 | -0.2 | 25 | -4 | -1 | 0 | -0.2 | 6 | 8
COc1ccc(Br)cc1[C@H]1[C@@H]2C=CCC[C@@]2(C)C(=O)N1Cc1ccccc1 | 2 | -2 | -0.6 | 7 | nt | 2 | 4 | -2.1 | -5 | 7
CCOc1ccc2nc(NC(=O)Cn3[nH]c(=O)c4ccccc4c3=O)sc2c1 | 3 | -24 | 0.7 | 37 | 1 | 1 | 6 | -0.6 | 8 | -62
CC(C)OC(=O)c1c(NC(=O)c2ccco2)sc2c1CCCC2 | -9 | 0 | nt | 27 | 0 | -16 | -6 | -2.9 | -4 | 2
COCCOCCOCCC(=O)NC1CC2CCC1(C)C2(C)C (configuration not stated) | 0 | 2 | nt | 10 | 0 | -11 | -4 | i | -3 | -8
COc1cc(Cl)cc(C2NC(=S)NC(c3ccccc3)=C2C(C)=O)c1OCC(=O)O (configuration not stated) | -5 | -4 | 0.1 | 8 | 0 | -7 | -9 | -0.6 | 9 | 6
CCc1cccc(NC(=O)CCNS(=O)(=O)c2cccc3nonc23)c1 | -8 | -1 | 1.1 | -8 | 3 | -8 | -9 | i | 5 | 0
CCN(CC)c1ccc(O)c(C=Nc2ccc(C)c(C)c2)c1 | -4 | 6 | 0.4 | 12 | -2 | -18 | -1 | -0.4 | 10 | -2
N#CCSc1nc2ccccc2o1 | 11 | 10 | 0.1 | -9 | 3 | -6 | 0 | -0.3 | -8 | -2
Cc1ccccc1S(=O)Cc1ccc(C(=O)N2CCN(C3CCCCC3)CC2)o1 (configuration not stated) | -10 | nt | -0.3 | nt | nt | nt | -11 | -3.0 | 6 | 1
Cc1ccc(NCC(=O)N/N=C\C(Br)=C\c2ccccc2)cc1 | -20 | -4 | 0.6 | 41 | 1 | nt | 0 | 1.5 | -4 | 4
Cc1cccc(OCC(=O)Nc2nc3ccc([N+](=O)[O-])cc3s2)c1 | -2 | -25 | nt | 3 | 1 | 2 | 1 | -1.7 | -16 | 6
Cc1ccc(C2(CCN)CCOC(C(C)C)C2)cc1 (configuration not stated) | -4 | 8 | 1.8 | 43 | 1 | -11 | 4 | -0.4 | -7 | 5
Cc1ccc(CNC(=O)C2(c3cccs3)CCOCC2)cc1 | -9 | -5 | nt | 3 | -9 | -7 | -9 | -0.2 | -9 | 9
O=C1NC(=O)C(=Cc2ccccc2[N+](=O)[O-])C(=O)N1 | 4 | nt | -0.8 | nt | nt | -1 | 0 | -1.2 | 0 | -8
O=C(c1cc(-c2ccc(Cl)cc2)on1)N1CCc2ccccc2C1 | 13 | 5 | 2.6 | 20 | -4 | -2 | 0 | -0.2 | 6 | -6
N#CC1(NC(=O)COC(=O)CCN=C2NS(=O)(=O)c3ccccc32)CCCCC1 | -3 | 2 | -0.1 | 1 | 0 | -3 | 5 | -0.1 | 3 | 7
CCOC(=O)C(NS(=O)(=O)c1ccccc1)(C(F)(F)F)P(=O)(OC(C)C)OC(C)C (configuration not stated) | 5 | 15 | nt | 19 | -1 | 8 | 6 | i | -14 | -8
O=C1/C(=C/C=C/c2ccco2)SC(=S)N1c1ccc(O)cc1 | 4 | 15 | 1.4 | 16 | 1 | 12 | 6 | 2.1 | -15 | -15
CC(C)(C)NC(=O)Cn1nnc(-c2ccc(S(C)(=O)=O)cc2)n1 | 2 | 2 | nt | 19 | 1 | -8 | 3 | i | 2 | 6
COc1ccccc1N(C)S(=O)(=O)c1ccc(Cl)c(C(=O)NCCCN2CCOCC2)c1 | 21 | 2 | 1.2 | 32 | 6 | -16 | -5 | 0.1 | -1 | -1
CCCN(CC(=O)Nc1ccccc1C)C(=O)c1ccc(NC2CC2)c([N+](=O)[O-])c1 | -5 | -6 | 0.3 | nt | nt | -5 | -11 | -1.3 | 20 | 3
C/C(Cl)=C/Cn1c(N2CCCC2)nc2c1c(=O)n(C)c(=O)n2C | 1 | -6 | nt | 14 | -9 | 10 | 9 | -0.2 | 11 | 4
COc1cccc(N=Nc2ccc3ccccc3c2O)c1 | -14 | -1 | -0.1 | -4 | 3 | 59 | -2 | 0.8 | 4 | 76*
Cc1ccc(C)c(C2=NNC(=O)CC2)c1 | -4 | 3 | 1.7 | nt | nt | -8 | -1 | -0.4 | -6 | 8
Cc1cccn2cc(COc3cccc([N+](=O)[O-])c3)nc12 | 6 | 5 | 0.6 | 25 | -5 | -3 | -14 | i | 0 | 3
O=C(NS(=O)(=O)NC1CCCCC1)C1=C(N2CCCC2)COC1=O | 11 | 0 | 1.2 | nt | nt | 4 | 3 | -1.2 | 1 | 4
O=[N+]([O-])c1ccc(/C=C/c2ccc3cccc([N+](=O)[O-])c3n2)cc1 | -4 | -11 | 0.3 | 2 | -1 | 7 | -5 | i | -15 | 8
CCOC(=O)c1[nH]c(CO)c(C(=O)OCC)c1C | 12 | 3 | -0.5 | 23 | -5 | -2 | 4 | -0.5 | 0 | 8
Cc1ccccc1-c1noc(-c2ccccc2C(=O)N2CCCC2)n1 | 1 | 3 | nt | 8 | -4 | 1 | 0 | -0.3 | 22 | -5
Clc1ccc(-n2ncc3c(NCc4cccnc4)ncnc32)cc1Cl | 0 | -9 | -0.2 | 2 | -3 | 15 | -9 | -2.2 | 0 | 11
CC(Oc1ccccc1)C(=O)N(CCC1=CCCCC1)c1c(N)n(Cc2ccccc2)c(=O)[nH]c1=O (configuration not stated) | 5 | -8 | -0.3 | 12 | 6 | -10 | 4 | 23* | -3 | -22
COc1ccc(CCC(C)Nc2ccc(F)c(F)c2)cc1 (configuration not stated) | -7 | 2 | nt | 7 | 0 | -27 | 1 | -0.4 | -4 | -4
O=c1sc(N2CCN(c3ccc(F)cc3)CC2)nc2ccsc12 | -3 | -7 | 0.6 | 0 | 0 | -9 | -7 | -0.2 | -2 | 34
C=CCC1(Cl)C(=O)C(Cl)=C(N2CCN(C)CC2)C1(OC)OC (configuration not stated) | 4 | -2 | 0.9 | 24 | 2 | 0 | -4 | 0.2 | -2 | 7
CCN(CC)C1=CC2=CC(=C(C#N)C#N)CCC2CC1 (configuration not stated) | 2 | 4 | 0.3 | 3 | -45 | -10 | -28 | 1.6 | -10 | nt
Cn1c(=NC(=O)COc2ccccc2)sc2cccc(F)c21 | -2 | 4 | 1.6 | 14 | -8 | 2 | -5 | -6.2 | 6 | -2
CCOc1ccc(C(c2c(NC(=O)c3ccccc3)sc(C)c2C)N2CCN(CCO)CC2)cc1 (configuration not stated) | -3 | -2 | 0.5 | 3 | 0 | 19 | 2 | -0.3 | 16 | -10
CCc1nc2ccc(C(=O)NCCCN(C)C)cn2c1N(CC)CCOC | 2 | nt | 1.4 | nt | nt | nt | -5 | i | -5 | nt
CCn1c2ccccc2c2nnc(SCC(=O)c3ccccc3)nc21 | -4 | -2 | nt | -8 | 4 | -7 | -6 | -0.4 | 4 | 7
Cc1ccc(C(=O)CC(C(=O)O)n2cnc([N+](=O)[O-])n2)cc1 (configuration not stated) | -5 | 7 | 1.7 | 20 | 1 | -17 | 3 | -0.2 | 1 | 1
CC(=O)Nc1nc(C)c(Oc2ccccc2)c(=O)[nH]1 | -2 | -1 | nt | 22 | -3 | -6 | -1 | i | 5 | -1
Cn1c(=O)c2c(ncn2CC(=O)Nc2cc(S(=O)(=O)N3CCCCC3)ccc2O)n(C)c1=O | 4 | -13 | 0.9 | nt | nt | -5 | -4 | i | 4 | 10
Cc1ccc(C(=O)N2CCC3(CC2)Oc2ccc(Cl)cc2C(=O)C32CC(c3ccccc3)=NO2)s1 (configuration not stated) | -3 | -23 | 1.2 | -9 | nt | 4 | -1 | -0.5 | 22 | -6
Nc1cc(N2CCNCC2)c([N+](=O)[O-])cc1Cl | -4 | 5 | nt | 5 | 3 | -9 | -8 | -0.3 | 1 | 12
O=C(/C=C/c1ccccc1)NCCCNC(=O)/C=C/c1ccccc1 | 8 | 4 | 0.0 | 0 | -6 | -7 | -7 | -0.2 | 14 | 10
CCCN(C)C[C@@H]1OCc2cnnn2CCCC(=O)N([C@H](C)CO)C[C@H]1C | 2 | nt | -8.8&0.1 | nt | nt | nt | 10 | -2.0 | -2 | -1
O=C(CCN1CCCC1)Nc1cccc(Br)c1 | 2 | -6 | nt | 4 | -1 | -14 | -1 | i | -2 | 0
O=C(/C=C/C(Cl)(Cl)Cl)Nc1ccc(Cl)cc1 | -2 | nt | 6.9 | nt | nt | -8 | 0 | -5.6 | -5 | 8
Cn1c(N)c(C(=O)COC(=O)C2CCN(S(=O)(=O)c3cccs3)CC2)c(=O)n(C)c1=O | -7 | 3 | 0.6 | 7 | -1 | -4 | 10 | i | -5 | 10
Cc1ccc(-c2cc(C(=O)NCC3(N(C)C)CCCCC3)c3ccccc3n2)o1 | -34 | nt | 1.2 | nt | nt | nt | -14 | -0.2 | -2 | 13
CCCN1CCN(S(=O)(=O)c2ccc(-n3cnnn3)cc2)CC1 | -6 | -11 | 3.3 | 24 | 0 | 2 | -1 | -0.2 | -5 | 12
CCOC(=O)N1CCN(CC(=O)Nc2c(C(=O)OC)[nH]c3ccc(Cl)cc23)CC1 | 1 | -3 | nt | 44 | 0 | 7 | 2 | i | 21 | 0
O=C(Nc1scc(-c2ccc(F)cc2)c1C(=O)O)c1ccco1 | 31* | -8 | nt | 8 | 7 | 0 | 1 | -0.2 | -7 | -3
O=C1N(c2ccccc2)C(c2ccc(Cl)cc2)N2CCCN12 (configuration not stated) | 1 | 5 | nt | 0 | 0 | 1 | 1 | -0.4 | -13 | -5
COc1ccc(CCNC(=O)CN2C(=O)C(=O)N(C3CCCC3)C2=O)cc1OC | -8 | -1 | -0.8 | nt | nt | -18 | 1 | 2.5 | -1 | 3
CCOc1ncccc1C(=O)OCC(=O)NCCc1ccccc1 | -10 | 0 | nt | 24 | 5 | -6 | -2 | 0.8 | 6 | 2
COCCn1c(C)cc(C2=NNC(=Nc3ccccc3F)SC2)c1C | -2 | -5 | nt | 11 | 2 | -3 | -7 | -0.1 | 4 | -2
CC(C)OCCCNC(=O)c1ccc2c(c1)NC(=O)c1ccccc1S2 | -4 | nt | 0.6 | -12 | -3 | -1 | 2 | -8.3 | 10 | 4
CN(CC(=O)Nc1ccc(F)cc1)C(=O)COC(=O)/C=C/c1ccc(OC(F)F)cc1 | 23 | -2 | 0.4 | nt | nt | -10 | 0 | -14 | 3 | -3
C=CCn1c(-c2ccc(Cl)cc2)ccc(C#N)c1=O | -11 | -12 | nt | 20 | -4 | -9 | 2 | -0.3 | 1 | 3

Retrieved by structure from the list above:
SMILES | CCHF vOTU inh | Rv3671c protease | TcdB GH inh | DUSP3 inh | 3CLpro inhibitor | PriA SSB inh | PrPC surface inh | Vc quorum ag | Yp Topo-I inh | MazEF act
CC(C)C[C@H](NC(=O)N1CCn2c1nc1ccccc12)C(=O)NC1CCCCC1 | 16 | 2 | -0.2 | 25 | -4 | -1 | 0 | -0.2 | 6 | 8
O=C(Nc1scc(-c2ccc(F)cc2)c1C(=O)O)c1ccco1 | 31* | -8 | nt | 8 | 7 | 0 | 1 | -0.2 | -7 | -3
C=CCC1(Cl)C(=O)C(Cl)=C(N2CCN(C)CC2)C1(OC)OC (configuration not stated) | 4 | -2 | 0.9 | 24 | 2 | 0 | -4 | 0.2 | -2 | 7
CC(=O)Nc1nc(C)c(Oc2ccccc2)c(=O)[nH]1 | -2 | -1 | nt | 22 | -3 | -6 | -1 | i | 5 | -1

From PubChem
